Bioassay records from PubChem BioAssay.
E-sel inducer: induces E-selectin expression in human endothelial cells; P16581; activation, % at 7.58 µM; actives 0.37% (n = 260,000); HUVEC E-selectin immunofluorescence imaging; normalized: neutral wells 0, TNF-alpha wells 100;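 active = mean E-selectin-positive cell signal at least 10% of the positive control, reached in at least 60% of replicates, without over 20% cell loss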;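 also: in these data hits start at about 27%; measured in HUVEC primary endothelial cells; signal is the percent of cells scored E-selectin positive by PE staining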
Target sequence (P16581 whole entry, looked up): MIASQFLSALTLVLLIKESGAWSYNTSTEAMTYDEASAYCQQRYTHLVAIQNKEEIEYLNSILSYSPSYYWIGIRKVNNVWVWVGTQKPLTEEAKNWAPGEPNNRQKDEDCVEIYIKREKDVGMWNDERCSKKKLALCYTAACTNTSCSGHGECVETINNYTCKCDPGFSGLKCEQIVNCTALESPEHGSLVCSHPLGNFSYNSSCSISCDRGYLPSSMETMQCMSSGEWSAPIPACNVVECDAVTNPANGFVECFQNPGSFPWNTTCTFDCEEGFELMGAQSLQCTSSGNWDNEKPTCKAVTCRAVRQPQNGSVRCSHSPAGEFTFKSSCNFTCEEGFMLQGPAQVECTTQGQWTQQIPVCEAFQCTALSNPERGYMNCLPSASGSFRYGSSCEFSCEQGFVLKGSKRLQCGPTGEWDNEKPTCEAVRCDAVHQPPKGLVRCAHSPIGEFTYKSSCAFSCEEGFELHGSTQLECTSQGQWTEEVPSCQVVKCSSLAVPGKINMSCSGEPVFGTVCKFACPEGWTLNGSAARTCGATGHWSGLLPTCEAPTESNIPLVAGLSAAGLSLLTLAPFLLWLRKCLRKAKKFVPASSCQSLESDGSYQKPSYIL
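Test system: HUVEC; input: 3,000 HUVEC/well; measured by: immunofluorescence imaging; read-out: % PE-positive cells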
RAD54 inh: inhibitors of human RAD54 branch migration; Q92698; RAD54 Holliday junction branch migration, FAM/BHQ fluorescence; actives 0.14% (n = 360,000); inhibition, % at 10.4 µM;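 active = mean normalized replicate activity at least 40 and at least half of replicates scoring 40 or more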;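 also: 0% = median of neutral control wells and 100% = median of positive control wells; inhibitors cause a drop in the FAM fluorescence signal; in these data hits start at about 50%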
ERAP1 HTS inh: blocks human ERAP1 aminopeptidase activity; inhibition, % at 10.7 µM; Q9NZ08; recombinant ERAP1, Leu-AMC fluorescence, 60 min; actives 0.15% (n = 340,000); AID 652197;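 active = mean replicate inhibition of at least 30%, or all replicates individually reaching that 30% level; inactive = mean below 30% and not every replicate reaching it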;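 also: 0% = neutral control wells and 100% = L-leucinethiol positive control wells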
PglD inh: blocks C. jejuni PglD acetyltransferase activity; purified PglD enzyme, DTNB colorimetric CoA detection; inhibition, % at 12.5 µM; actives 0.098% (n = 360,000); AID 602405; in the data active = inhibition above about 16%, passing the limit was not always enough; also: strong numbers were not always called active
PGC1a acetyl inh: modulators of PGC1a acetylation; U2OS PGC1a acetylation, AlphaScreen anti-acetyl-lysine; with virally co-expressed GCN5 acetyltransferase; inhibition, % at 15.6 µM; actives 0.17% (n = 350,000);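 active = every replicate shows inhibition of at least 40%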;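 also: 0% = neutral control wells and 100% = positive control wells; some results beyond the cut were filed as inactive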
miR122 inh: miR-122 inhibition in Huh7 cells; Huh7 miR-122 Renilla luciferase sensor, 48 h; neutral wells = 0, positive control = 100; activation (reporter increase), % at 12.5 µM; actives 0.3% (n = 340,000); AID 602342;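 active = mean replicate activation score at least 90 and every replicate individually at or above 90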;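 also: higher luciferase means less miR-122 activity so hits act as miR-122 inhibitors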
Cneo AK release: Cryptococcus neoformans lysis via adenylate kinase release; C. neoformans lysis, adenylate kinase release luminescence, 4 h; normalised: neutral wells 0, clomiphene wells 100; lysis activity, % at 15 µM; actives 0.2% (n = 360,000);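 active = mean lysis activity across replicates of at least 80%, whatever share of replicates individually reach that level; inactive = mean lysis activity below 80%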
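Material – log-phase Cryptococcus neoformans yeast cells · Input – 5 × 10^6 yeast cells/mL · Medium – fresh YPD growth medium · Doses – single compound concentration per well · Timing – static 4 h at 37 °C with compound, 1 h detection · Detection – adenylate kinase release luminescence · Read-out – signal increase indicating cell lysis · Control set – Clomiphene as positive lysis control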
RAD52 anneal inh: blocks human RAD52 DNA annealing | inhibition, % at 18.7 µM | recombinant RAD52 DNA annealing, FRET fluorescence | P43351 | AID 651710 | actives 0.46% (n = 360,000);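 active = every replicate showing at least 50% inhibition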
Numbers without * were called inactive; x = no result given; [ ] = dose if it differs, or a comment.

SMILES	E-sel inducer	RAD54 inh	ERAP1 HTS inh	PglD inh	PGC1a acetyl inh	miR122 inh	Cneo AK release	RAD52 anneal inh
CCS(=O)(=O)c1ncc(Cl)c(C(=O)Nc2ccc(S(=O)(=O)N(C)c3ccccc3)cc2)n1	0.4	5.2	3.2	-6.0	x	-26.1	-0.9	-80.1
CC1=NN(c2cccc(Cl)c2)C(=O)C12CC(C)=C(C)CS2 (stereo not given)	x	-10.1	x	-8.6	-7.8	12.2	-6.9	x
CC(C)(C)c1ccc(C(=O)N2CCC2(C)C(=O)NCC(F)(F)F)cc1 (stereo not given)	0.1	1.8	-1.6	1.8	-10.5	4.9	-1.0	-6.0
COc1ccc(C(=O)Oc2ccc(C(C)=O)cc2)c(OC)c1	x	0.6	x	-7.7	6.4	-1.0	2.5	x
c1ccc2sc(NC3=NCN(C4CCCCCC4)CN3)nc2c1	x	0.3	3.6	-4.4	-9.3	0.9	-0.2	1.4
CSc1ccc(CCNC(=O)c2cc(-c3ccccc3)c(N3CCOCC3)s2)cc1	x	-6.1	-2.4	1.8	x	-5.9	-1.2	-11.7
CO[C@@H]1CN(C)C(=O)c2ccc(NS(=O)(=O)c3c(C)noc3C)cc2OC[C@H](C)NC[C@H]1C	0.2	-5.9	-1.6	-2.0	-0.3	-4.6[16.7 µM]	-0.8	3.7
C[C@@H]1CN([C@H](C)CO)C(=O)c2cc(NS(=O)(=O)c3ccc(Cl)cc3)ccc2O[C@@H](C)CCCCO[C@@H]1CN(C)S(=O)(=O)c1ccccc1	0.1	0.2	-1.5	2.2	1.7	10.0[16.7 µM]	0.3	-12.9
COc1ccc(OC)c(S(=O)(=O)N2CCC(C(=O)NCCc3ccccc3)CC2)c1	x	-2.9	-2.9	-1.1	10.0	0.9	-0.1	-6.7
CO[C@H]1CN(C)C(=O)c2ccc(NC(=O)c3ccccc3F)cc2OC[C@@H](C)N(CC2CC2)C[C@@H]1C	0.1	0.4	-7.0	0.2	-10.1	-7.0[16.7 µM]	-17.5	8.6
COc1cccc(/C=c2\s/c(=C/C(=O)c3ccc(C)cc3)[nH]c2=O)c1OC	x	7.4	x	8.4	x	4.9	0.4	x
COC(=O)c1c(-c2cccs2)csc1NC(=O)c1cccnc1	x	2.4	x	-2.3	-20.2	-10.1	-8.9	x
COc1ccc(CN(C)C[C@@H]2OCCCC[C@H](C)Oc3ccc(NS(C)(=O)=O)cc3C(=O)N([C@H](C)CO)C[C@H]2C)cc1	0.8	-3.8	1.5	-2.0	13.8	-5.0[16.7 µM]	-1.3	12.2
CC(C)NC(=O)Nc1cccc2c1O[C@@H](CN(C)Cc1ccc(C(=O)Nc3ccccc3N)cc1)[C@@H](C)CN([C@@H](C)CO)C2=O	-3.5	x	1.6	x	-3.1	x	x	13.8
O=C(COc1cccc2ccccc12)Nc1cc(Cl)ccc1C(=O)O	-0.3	-5.5	2.0	2.8	x	3.3	2.1	-1.3
Cc1onc(C(=O)Nc2c(C)n(C)n(-c3ccccc3)c2=O)c1[N+](=O)[O-]	0.9	-3.6	-5.2	3.7	12.9	x	0.7	-14.8
NC(=O)C1CCN(c2c([N+](=O)[O-])cc(C(F)(F)F)cc2[N+](=O)[O-])CC1	1.2	-2.8	-1.4	-8.2	-5.7	-1.4	0.1	-4.9
Cc1cccc(-c2ccc([C@@H]3[C@H]4CN(S(=O)(=O)c5cccs5)CCCCN4[C@H]3CO)cc2)c1	0.2	-0.4	-2.5	-3.5	-2.5	5.9[16.7 µM]	-0.4	-13.4
CCS(=O)(=O)N[C@H]1CC[C@H](CC(=O)NCc2ccc(F)cc2)O[C@H]1CO	-0.2	-0.7	-0.6	-0.6	14.3	-20.1[16.7 µM]	-0.2	-5.6
CCOC(=O)C1CCCN(C(=O)c2c(-c3ccccc3)noc2C)CC1 (stereo not given)	0.0	-9.7	2.6	1.7	-9.9	-2.9	-0.6	-50.5
Cc1cc(Cl)c(S(=O)(=O)NCC2CCCO2)cc1OCC(=O)NC1CCCCC1 (stereo not given)	x	1.0	x	x	1.5	61.9	-2.9	x
Cc1nc(-c2ccccc2)sc1C(=O)O	x	x	-2.7	x	-9.5	-3.0	x	-3.8
CCc1cc(S(=O)(=O)N2CCN(C(=O)c3ccco3)CC2)ccc1OC	0.0	-14.8	0.2	3.4	-38.9	33.2	0.6	4.4
COCCN1C[C@@H](CO)O[C@@H](n2cnc3c(NCc4ccco4)ncnc32)C1	-0.3	5.9	0.2	0.3	-21.5	-1.1	2.1	-7.5
Cc1ccc(S(=O)(=O)NC(C(=O)Oc2ccc3ccc(=O)oc3c2)c2ccccc2)cc1 (stereo not given)	-1.5	-1.9	x	-2.2	x	3.8	-1.9	x
COc1ccc(NC(=O)CCCn2cc([N+](=O)[O-])cn2)cc1	1.7	x	1.3	x	4.7	x	x	-16.4
CC(C)c1cc(C(=O)N2CCCC(N3CCN(c4ccc(F)cc4)CC3)C2)n(C)n1 (stereo not given)	0.9	-7.0	-4.9	-1.8	2.3	-5.5	1.5	-10.7
CC(C#N)(NC(=O)CN1CCN(S(=O)(=O)c2cccc(F)c2)CC1)C1CC1 (stereo not given)	-0.2	2.7	-2.4	3.3	x	-3.7	-0.5	-70.3
CSCc1c(C(=O)OCC(=O)NC2CCCCC2)oc2ccccc12	x	-10.3	-2.7	-1.4	-5.8	-2.3	-0.5	-12.1
Cc1noc(C)c1S(=O)(=O)N1CCC(C(=O)NC2CCN(Cc3ccccc3)CC2)CC1	x	-10.2	x	0.6	5.2	0.4	0.5	x
Nc1c(N(Cc2ccco2)C(=O)c2cccc(Cl)c2)c(=O)[nH]c(=O)n1Cc1ccccc1	-1.7	-2.4	3.4	-1.2	-0.7	-12.3	-0.3	-21.7
O=C(NCCCN1CCN(c2ccccc2F)CC1)C1CCC(=O)N1C1CCCC1 (stereo not given)	x	-8.8	x	2.9	5.1	8.3	0.9	x
COc1ccc(CN(C)C(=O)c2ccc3c(=O)n4c(nc3c2)CCC4)cc1	x	-9.0	2.0	-2.8	12.7	-1.2	-0.4	-3.6
O=C(c1ccc(Br)o1)N1CCC(Cc2ccccc2)CC1	-0.2	0.8	0.7	-3.5	-2.8	0.7	-2.4	-2.7
CCCNC(=O)Nc1ccc2c(c1)OC[C@@H](C)N(CC1CCCC1)C[C@@H](C)[C@@H](OC)CN(C)C2=O	1.2	1.0	-2.3	-1.2	12.6	x	-4.5	11.2
CC(c1ccccn1)N(CCN(C)C)C(=S)Nc1cccc(F)c1 (stereo not given)	x	-2.6	x	0.2	0.1	3.6	-0.1	x
COc1cc2c(cc1OC)CC1(CCCCC1)N=C2	x	-10.7	9.5	-3.3	4.4	1.7	12.1	-11.6
CN1c2ccc(-c3ccccc3F)cc2[C@H]2[C@H](CCN2C(=O)Nc2ccc(F)cc2)[C@H]1CO	-0.1	-0.2	-0.2	2.0	-19.4	-3.7[16.7 µM]	-11.2	-12.3
CCNC(=O)C[C@@H]1CC[C@H]2[C@@H](COC[C@@H](O)CN2C(=O)C2CCOCC2)O1	-0.1	-3.9	-2.2	-0.1	3.5	-4.9[16.7 µM]	0.5	-49.5
O=C(C[C@H]1CC[C@H]2[C@@H](COC[C@H](O)CN2Cc2cc(F)ccc2F)O1)N1CCc2ccccc2C1	0.1	10.4	2.3	8.1	-4.7	0.5[16.7 µM]	-0.6	-8.9
CCOC(=O)C1=C(C)NC(=O)C1CC(=O)O (stereo not given)	x	-5.8	x	-0.9	x	-8.1	1.4	x
O=C(CCNS(=O)(=O)c1ccc2[nH]c(=O)oc2c1)Nc1ccccc1	x	-5.7	x	10.4	3.2	1.7	-3.3	x
CC(C)N(CCCNC(=O)Cn1c(=O)c2cccn2c2ccc(F)cc21)Cc1ccccc1	x	-4.6	-2.4	-2.0	4.9	-0.8	3.7	-15.6
CN(C)S(=O)(=O)c1ccc2c(c1)nc(CCC(=O)NCC(=O)Nc1ccc(F)c(F)c1F)n2C	-0.1	-18.6	2.0	-1.1	7.0	-4.2	0.9	-3.5
Cc1ccc(NC2CCCN(C(=O)c3cc(C(C)C)nn3C)C2)cc1C (stereo not given)	-0.1	-0.2	-1.3	-0.3	x	-4.8	0.4	5.2
Cc1cc(Cl)c(S(=O)(=O)Nc2ccccn2)cc1OCC(N)=O	x	0.7	x	-3.3	-10.2	7.4	-1.7	x
O=C(C[C@H]1C=C[C@@H](NC(=O)Nc2ccc(F)cc2)[C@H](CO)O1)NCc1ccccn1	-0.3	-4.9	-2.3	1.9	-7.6	x	-2.5	-13.7
Oc1ccc(N2CCN(c3nc(-c4cccs4)nc4ccccc34)CC2)cc1	0.1	x	-3.6	x	-12.4	-4.8	x	-8.6
COc1cccc(CNC(=O)CCC2CCCN(C/C=C/c3ccccc3OC)C2)c1 (stereo not given)	0.0	6.7	-1.3	-0.8	3.4	-2.8	2.0	-28.1
Cc1ccccc1NC(=O)NNC(=O)OC(C)(C)C	0.0	2.4	x	6.2	-4.1	-4.0	0.8	-11.8
CC(C)CCNc1c(-c2cccs2)nc2ccccn12	x	x	-3.3	x	-6.3	-0.5	x	9.6

Part of the list above in order of molecular weight, lowest first.
SMILES	E-sel inducer	RAD54 inh	ERAP1 HTS inh	PglD inh	PGC1a acetyl inh	miR122 inh	Cneo AK release	RAD52 anneal inh
CCOC(=O)C1=C(C)NC(=O)C1CC(=O)O (stereo not given)	x	-5.8	x	-0.9	x	-8.1	1.4	x
Cc1ccccc1NC(=O)NNC(=O)OC(C)(C)C	0.0	2.4	x	6.2	-4.1	-4.0	0.8	-11.8
Cc1ccc(NC2CCCN(C(=O)c3cc(C(C)C)nn3C)C2)cc1C (stereo not given)	-0.1	-0.2	-1.3	-0.3	x	-4.8	0.4	5.2
O=C(CCNS(=O)(=O)c1ccc2[nH]c(=O)oc2c1)Nc1ccccc1	x	-5.7	x	10.4	3.2	1.7	-3.3	x
O=C(C[C@H]1C=C[C@@H](NC(=O)Nc2ccc(F)cc2)[C@H](CO)O1)NCc1ccccn1	-0.3	-4.9	-2.3	1.9	-7.6	x	-2.5	-13.7
COc1cccc(CNC(=O)CCC2CCCN(C/C=C/c3ccccc3OC)C2)c1 (stereo not given)	0.0	6.7	-1.3	-0.8	3.4	-2.8	2.0	-28.1
CC(C)N(CCCNC(=O)Cn1c(=O)c2cccn2c2ccc(F)cc21)Cc1ccccc1	x	-4.6	-2.4	-2.0	4.9	-0.8	3.7	-15.6
